HCV NS3 hel inh – HCV NS3 helicase inhibition; inhibition, % at 10.9 µM; NS3 helicase DNA unwinding, Cy5 molecular beacon fluorescence; AID 1800; 290,000 compounds, 0.56% hits;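 active = inhibition above the mean of all tested compounds plus 3 SD, set per campaign, cut at about 35% in these data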;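 note: 0% = DMSO wells and 100% = thioflavine S control wells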
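System: NS3 helicase fragment of HCV / Schedule: 1 h at 25 °C / Control set: DMSO alone as 0% and 110 µM thioflavine S as 100% / Reagent: Cy5/quencher beacon DNA duplex and ATP to start / Technique: Cy5 fluorescence / Replication: singlicate / Evaluation: % inhibition of end-to-start signal ratio versus controls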
VIM-2 inh – blocks Pseudomonas aeruginosa VIM-2 metallo-beta-lactamase. inhibition, % at 5.6 µM. purified VIM-2, nitrocefin hydrolysis, epi-absorbance fluorescence. 290,000 compounds, 0.89% hits. AID 1527;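 active = inhibition above the mean of all tested compounds plus 3 SD, cutoff set per screening run, cut at about 7.5% in these data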;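 note: red hydrolysis product quenches plate fluorescence so inhibitors raise well fluorescence; 0% = enzyme with DMSO and 100% = DMSO without enzyme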
pCIP destab – p/CIP protein destabilization | Q05BA5 | decrease of EGFP signal, % at 10 µM | F442A p/CIP-EGFP cells, EGFP fluorescence, 16 h | 290,000 compounds, 0.01% hits;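 active = EGFP signal decrease of at least 30% at 10 µM or well 3 SD below plate mean, unless failing retest; inactive = the rest, including hits failing retest or dose response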; note: some compounds called inactive have numbers as strong as hits; many of its hits are not listed in these tables
CRFR2-BP antag – blocks CRF-induced signaling of the CRF-BP/CRF-R2 complex; inhibition, % at 11.8 µM; 350,000 compounds, 0.59% hits; HEK293 CRF-R2/CRF-BP, CRF-induced calcium fluorescence; AID 588475;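 active = inhibition of the ligand-induced calcium signal above about 50% at the single tested concentration, limit read from the data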
IDE inh – inhibits human insulin-degrading enzyme in HEK cells. 320,000 compounds, 0.41% hits. AID 434962. P14735. inhibition, % at 5.59 µM. FAbetaB cleavage, fluorescence polarization;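 active = percent inhibition above the average of all tested compounds plus 3 SD, set per screening campaign, cut at about 16% in these data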;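 note: IDE supplied by intact live HEK cells; FP after avidin binding of uncleaved biotin substrate so inhibition keeps polarization high; 0% = DMSO wells and 100% = 60 µM reference IDE inhibitor Ii1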
UBC9 SUMO inh – SUMOylation inhibition. P63279. HTRF SUMOylation assay, SAE1/SAE2 + UBC9, in vitro. inhibition, % at 35 µM. 290,000 compounds, 0.36% hits; in the data active = inhibition above about 50%, passing the limit was not always enough; note: strong numbers were not always called active
Target sequence (P63279 whole entry, looked up): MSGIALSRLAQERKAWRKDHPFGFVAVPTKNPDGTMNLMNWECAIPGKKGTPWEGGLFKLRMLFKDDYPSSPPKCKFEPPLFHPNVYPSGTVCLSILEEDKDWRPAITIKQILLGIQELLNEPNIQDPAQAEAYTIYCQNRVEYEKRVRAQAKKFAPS
IDE act – IDE (human) activation, cell-based | P14735 | HEK cells, FAbeta-B cleavage, fluorescence polarization; 0% vehicle, 100% cell-free pure enzyme wells | activation, % at 5.96 µM | 340,000 compounds, 0.073% hits | AID 493087;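 active = activation above the mean of all tested compounds plus 3 SD, set per screening campaign, cut at about 17% in these data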
IMP-1 inhibitor – blocks Pseudomonas aeruginosa IMP-1 metallo-beta-lactamase; purified IMP-1, nitrocefin hydrolysis, epi-absorbance fluorescence; AID 1556; 290,000 compounds, 0.45% hits; inhibition, % at 5.6 µM;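 active = inhibition above the mean plus 3 SD of all compounds in the same screening run, cut at about 4.5% in these data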;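 note: 0% = IMP-1 with DMSO and 100% = DMSO wells lacking enzyme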
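system = purified recombinant IMP-1 beta-lactamase | amount = 0.2 nM IMP-1, as dispensed | medium = HEPES buffer pH 7.1 with ZnSO4 and Brij 35 | times = 25 °C, 15 min preincubation, 25 min reaction | detection = plate fluorescence quenching by hydrolysis product, ex 480/em 530 nm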
GalR3 antagonist – blocks the human galanin receptor 3. O60755. inhibition, % at 3 µM. HEK293 GalR3-CNG cAMP membrane potential fluorescence; galR3 body fused to GalR1 C-terminus. AID 651719. 360,000 compounds, 0.44% hits;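 active = inhibition above the screen-wide average plus 3 SD, cut at about 13% in these data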;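 note: forskolin and galanin both at EC90 stimulate the cells; cAMP rise reported by CNG channel membrane potential dye signal; 0% = forskolin plus galanin with DMSO and 100% = forskolin alone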
Target sequence (O60755 1-299 limits assumed): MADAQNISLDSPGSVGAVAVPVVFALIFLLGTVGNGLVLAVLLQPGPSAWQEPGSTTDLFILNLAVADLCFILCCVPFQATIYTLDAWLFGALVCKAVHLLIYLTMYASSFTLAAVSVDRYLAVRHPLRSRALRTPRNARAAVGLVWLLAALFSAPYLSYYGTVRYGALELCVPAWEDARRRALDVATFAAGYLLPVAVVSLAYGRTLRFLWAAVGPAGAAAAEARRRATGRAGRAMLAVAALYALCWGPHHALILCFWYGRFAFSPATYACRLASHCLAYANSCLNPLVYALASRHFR
* hit, by the source's call; . = not tested or not shown; & = joins results of further samples. An excerpt (hit frequency here may not be typical).

Sample of the layout (5 entries):
SMILES	HCV NS3 hel inh	VIM-2 inh	pCIP destab	CRFR2-BP antag	IDE inh	UBC9 SUMO inh	IDE act	IMP-1 inhibitor	GalR3 antagonist
Cc1nc2cc(C(F)(F)F)ccc2n1C1CCN(Cc2nnnn2CCc2ccccc2)CC1	-14	-4.7	-2	-3	5	-27	2	-3.6	-2
O=C(COC(=O)Cc1ccccc1)Nc1cc(S(=O)(=O)N2CCCCC2)ccc1Cl	.	.	.	13	-5	.	3	.	-2
Cc1c(Cl)cccc1NC(=S)N1CC2CC(C1)c1cccc(=O)n1C2 (configuration not stated)	1	-1.5	-15	3	4	4	3	-2.1	0
O=C(C1CC(=O)N(C2CCCC2)C1)N1CCC2(CC1)OCCO2 (configuration not stated)	-17	-1.6	3	-4	7	-20	-3	-3.0	-2
CN1CC2=CC(O)CC3Oc4c(O)ccc(c4[C@]23C)C1 (some centres not stated)	.	.	.	-12	5	.	-1	.	-7

All compounds of this part, repeating the preview:
SMILES	HCV NS3 hel inh	VIM-2 inh	pCIP destab	CRFR2-BP antag	IDE inh	UBC9 SUMO inh	IDE act	IMP-1 inhibitor	GalR3 antagonist
Cc1nc2cc(C(F)(F)F)ccc2n1C1CCN(Cc2nnnn2CCc2ccccc2)CC1	-14	-4.7	-2	-3	5	-27	2	-3.6	-2
O=C(COC(=O)Cc1ccccc1)Nc1cc(S(=O)(=O)N2CCCCC2)ccc1Cl	.	.	.	13	-5	.	3	.	-2
Cc1c(Cl)cccc1NC(=S)N1CC2CC(C1)c1cccc(=O)n1C2 (configuration not stated)	1	-1.5	-15	3	4	4	3	-2.1	0
O=C(C1CC(=O)N(C2CCCC2)C1)N1CCC2(CC1)OCCO2 (configuration not stated)	-17	-1.6	3	-4	7	-20	-3	-3.0	-2
CN1CC2=CC(O)CC3Oc4c(O)ccc(c4[C@]23C)C1 (some centres not stated)	.	.	.	-12	5	.	-1	.	-7
COc1cc(/C=C/[N+](=O)[O-])ccc1O	0	-2.3	0	-7	-1	1	-1	-2.9	-4
C[C@]12CCC3C(CC[C@H]4C[C@@H](O)CC[C@]34C)C1C/C(=N/O)[C@@H]2O (some centres not stated)	.	.	.	-27	3	.	3	.	2
O=C(Nc1ccccc1OC(=O)N1CCOCC1)N1CCOCC1	-3	-1.8	-12	1	3	19	2	-0.4	1
CCCCn1c(=O)c(C(=O)Nc2ccccc2F)c(O)c2ccccc21	-1	-0.8	6	1	-4	0	3	0.4	-4
Cn1c(O)c(Cc2cccc(Cl)c2Cl)c(=O)n(C)c1=O	6	0.1	1	-4	2	13	0	-0.8	-11
C/C(CC(c1ccccc1)c1c(O)c2ccccc2oc1=O)=N\NC(N)=S (configuration not stated)	-5	-4.1	-4	9	4	11	-2	-1.8	1
CN(Cc1ccccc1)C(=O)CN1CCCC1=O	6	-2.2	0	2	-4	7	4	-1.7	-4
CCN1CCN(Cc2nnnn2C(C)(C)C)CC1	-1	-4.6	-22	5	3	7	.	-5.9	-1
O=C(Nc1ccc(Br)cc1)N1C[C@H]2C[C@@H](C1)c1cccc(=O)n1C2	7	0.8	-4	0	-1	7	5	0.1	-8
COc1ccc(OC)c(N2C(=O)CC(=O)NC2=O)c1	7	-3.8	-1	-2	-3	7	11	-2.6	-9
CC(C)(C)c1ccc(C(=O)C2CCCN(C3CCC3)C2)cc1 (configuration not stated)	-3	-5.7	-8	-15	-2	-3	1	-2.7	-8
COc1ccccc1CNCCc1ccc(F)cc1	-5	-3.5	5	-9	2	0	4	-5.4	-1
Cc1ccc(-n2c(C)cc(/C=C3\C(=O)NC(=O)N(C)C3=O)c2C)cc1C	14	-3.5	-2	-10	-1	5	1	-2.4	-3
NC(Cc1nc2ccccc2[nH]1)c1ccc(Cl)cc1 (configuration not stated)	6	0.7	-7	-4	11	9	-2	-5.5	0
Cc1ccc(Cn2nc(C)c(C=O)c2Cl)cc1	7	-3.0	2	5	0	15	1	-3.5	6
O=C(N/N=C/c1c(O)n(CCc2ccccc2)c(=O)[nH]c1=O)c1ccccc1	9	-5.0	-6	16	14	-30	.	-2.3	-4
COc1ccc(C(=O)C2CCCN(Cc3ccon3)C2)c(OC)c1 (configuration not stated)	-10	-1.6	-12	11	7	7	1	-0.1	-4
COCCNC(=O)N1[C@H]2CC[C@@H]1C(C(=O)OC)=C(c1ccc(OC)c(OC)c1)C2	.	.	.	3	-1	.	4	.	0
CC(C)OC(=O)C1C(=O)NC2(C)CC1c1ccccc1O2 (configuration not stated)	-2	-4.6	-15	13	-4	8	3	-5.0	-1
COc1ccc2[nH]cc(CCN(C)C)c2c1	1	-1.6	7	14	-1	-3	5	0.3	.
Cc1noc(C)c1CC(=O)N1CCCC(N2CCN(c3ccccc3F)CC2)C1 (configuration not stated)	-2	-0.6	0	-3	0	13	2	-0.9	0
O=C1CC(=O)N(c2ccccc2)C(=O)N1c1ccccc1	-6	0.1	-6	3	5	-1	2	0.0	-7
CC1CCCC(C)N1/N=C/c1c[nH]c2ccc(Br)cc12 (configuration not stated)	-28	0.0	-22	-100	1	-10	3	-2.2	-11
CCN1C[C@]2(C)CC[C@H](OC)[C@]34C2[C@H](OC(C)=O)[C@@]2(OCO[C@@]25C[C@H](OC)[C@H]2C[C@]3(O)C5[C@H]2OC)[C@@H]14	7	-1.7	-6	1	1	3	5	-3.1	-9
O=C1NC(=O)N(c2ccc3c(c2)OCO3)C(=O)/C1=C/c1ccc(N2CCCCC2)o1	-1	-1.0	-64	-19	14	10	-24	-2.0	-2
CCC(=NCc1cccnc1)c1c(O)n(-c2ccc(Cl)cc2)c(=O)[nH]c1=O	6	-5.1	4	-3	7	6	1	-3.9	3
CCN1CCN(Cc2ccccc2C)CC1	7	-3.0	1	-22	-6	6	1	-4.0	-4
CCCCn1c(O)c(C(C)=NCc2ccc(F)cc2)c(=O)[nH]c1=O	3	1.0	6	-7	4	-7	1	-2.3	-5
OCC12CO[C@@H]3c4ccccc4[C@H](OC1)N32 (some centres not stated)	-1	-3.3	-2	-3	1	6	-5	-4.5	2
CC(C)[C@]12CC(=O)[C@H](C)[C@H]1C2	.	.	.	-8	3	.	6	.	-2
O=C(CN1C(=O)CN=C(c2ccccc2Cl)c2cc(Cl)ccc21)NCc1ccco1	-4	-1.4	-10	-9	8	10	5	-2.4	-1
C[N+]12CN3CN(CN(C3)C1)C2	35	0.8	-3	-5	-1	18	-1	5.6*	-1
COC(=O)C1=CO[C@@H](C)[C@@H]2CN3CC[C@]4(C(=O)Nc5ccccc54)[C@@H]3C[C@H]12	0	-0.8	-9	-6	5	22	2	-0.3	-4
Cc1ccc(C(=O)C2CN(C)CC2C(=O)c2ccc(C)cc2)cc1 (configuration not stated)	-4	-8.0	7	2	2	-20	-2	-2.0	-5
CC(C)(C)P(=O)(NCc1ccccc1)c1ccccc1 (configuration not stated)	-13	-3.6	-8	-5	5	19	8	-2.2	-3
C[C@]12CCC3C(CC[C@H]4C[C@H](N)CC[C@]34C)C1CC[C@H]2O (some centres not stated)	9	0.9	2	0	2	-4	1	-1.6	-3
CCOc1ccc(-c2cc(C)[n+](CCN(CC)CC)c(-c3ccc(OCC)cc3)c2)cc1	-47	-0.1	-19	6	-1	37	3	-2.2	-6
COc1ccc(CN2C(=O)NC(=O)/C(=C/c3ccc([N+](=O)[O-])o3)C2=O)cc1	7	-0.8	0	.	.	22	.	-2.3	.
O=c1c2ccccc2nc(-c2ccco2)n1-c1ccncc1	1	1.6	-4	-16	-2	14	-2	-1.5	1
Cc1ccc(O)c(C(=O)c2cc(C(=O)NCCC(C)C)c(=O)n(CCC(C)C)c2)c1	-8	1.1	-7	-192	-2	-15	10	0.9	-5
CCOC(=O)c1ccc(N=C(C)c2c(O)[nH]c(=O)[nH]c2=O)cc1	9	-1.0	2	2	6	23	1	-0.2	-5
Oc1ccc2c3c1OC1[C@H](O)CC[C@@]4(O)[C@@H](C2)N(CC2CC2)CC[C@]314 (some centres not stated)	.	.	.	10&-2	7&4	.	4&3	.	-2&1
CCOc1cc(C)cc2oc(=O)c3c(c12)CCCC3	8	1.5	-14	0	3	28	1	-1.4	-4
Cc1cccc(NC(=O)CN2CCN(C(=O)COc3cccc(Br)c3)CC2)c1C	.	.	.	0	-5	.	1	.	-4
CCCCNC(C)Cc1ccccc1 (configuration not stated)	.	.	.	-12	6	.	0	.	-5
C=CCN1C(=O)C2(C(C(=O)OCC)=C(N)Oc3ccccc32)C2=C1CCCC2=O (configuration not stated)	-4	-0.8	2	-15	2	5	2	1.2	-5
Cc1ccc(N2C(=O)NC(=O)C(CCc3ccccn3)(Cc3cccc(Cl)c3Cl)C2=O)cc1 (configuration not stated)	3	-0.9	-14	2	-2	9	0	-0.2	-1

Quoted at random: two compounds from above
SMILES	HCV NS3 hel inh	VIM-2 inh	pCIP destab	CRFR2-BP antag	IDE inh	UBC9 SUMO inh	IDE act	IMP-1 inhibitor	GalR3 antagonist
Cc1ccc(N2C(=O)NC(=O)C(CCc3ccccn3)(Cc3cccc(Cl)c3Cl)C2=O)cc1 (configuration not stated)	3	-0.9	-14	2	-2	9	0	-0.2	-1
Oc1ccc2c3c1OC1[C@H](O)CC[C@@]4(O)[C@@H](C2)N(CC2CC2)CC[C@]314 (some centres not stated)	.	.	.	10&-2	7&4	.	4&3	.	-2&1

4 compounds out of the list, arranged by molecular weight, lowest first:
SMILES	HCV NS3 hel inh	VIM-2 inh	pCIP destab	CRFR2-BP antag	IDE inh	UBC9 SUMO inh	IDE act	IMP-1 inhibitor	GalR3 antagonist
CCCCNC(C)Cc1ccccc1 (configuration not stated)	.	.	.	-12	6	.	0	.	-5
O=c1c2ccccc2nc(-c2ccco2)n1-c1ccncc1	1	1.6	-4	-16	-2	14	-2	-1.5	1
Oc1ccc2c3c1OC1[C@H](O)CC[C@@]4(O)[C@@H](C2)N(CC2CC2)CC[C@]314 (some centres not stated)	.	.	.	10&-2	7&4	.	4&3	.	-2&1
Cc1ccc(N2C(=O)NC(=O)C(CCc3ccccn3)(Cc3cccc(Cl)c3Cl)C2=O)cc1 (configuration not stated)	3	-0.9	-14	2	-2	9	0	-0.2	-1
